Compound activity as filed in PubChem BioAssay.
E coli RNAP: E. coli RNAP inhibitors, biochemical; E. coli RNA polymerase, fluorescence transcription assay; inhibition, %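 (tested at 10 µM)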; 62,000 tested, 0.2% active; AID 559, 2006; in the data active means inhibition above about 20%;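 further: 0% = enzyme without compound and 100% = no enzyme blank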
Target sequence (P0A8V2 whole entry, looked up): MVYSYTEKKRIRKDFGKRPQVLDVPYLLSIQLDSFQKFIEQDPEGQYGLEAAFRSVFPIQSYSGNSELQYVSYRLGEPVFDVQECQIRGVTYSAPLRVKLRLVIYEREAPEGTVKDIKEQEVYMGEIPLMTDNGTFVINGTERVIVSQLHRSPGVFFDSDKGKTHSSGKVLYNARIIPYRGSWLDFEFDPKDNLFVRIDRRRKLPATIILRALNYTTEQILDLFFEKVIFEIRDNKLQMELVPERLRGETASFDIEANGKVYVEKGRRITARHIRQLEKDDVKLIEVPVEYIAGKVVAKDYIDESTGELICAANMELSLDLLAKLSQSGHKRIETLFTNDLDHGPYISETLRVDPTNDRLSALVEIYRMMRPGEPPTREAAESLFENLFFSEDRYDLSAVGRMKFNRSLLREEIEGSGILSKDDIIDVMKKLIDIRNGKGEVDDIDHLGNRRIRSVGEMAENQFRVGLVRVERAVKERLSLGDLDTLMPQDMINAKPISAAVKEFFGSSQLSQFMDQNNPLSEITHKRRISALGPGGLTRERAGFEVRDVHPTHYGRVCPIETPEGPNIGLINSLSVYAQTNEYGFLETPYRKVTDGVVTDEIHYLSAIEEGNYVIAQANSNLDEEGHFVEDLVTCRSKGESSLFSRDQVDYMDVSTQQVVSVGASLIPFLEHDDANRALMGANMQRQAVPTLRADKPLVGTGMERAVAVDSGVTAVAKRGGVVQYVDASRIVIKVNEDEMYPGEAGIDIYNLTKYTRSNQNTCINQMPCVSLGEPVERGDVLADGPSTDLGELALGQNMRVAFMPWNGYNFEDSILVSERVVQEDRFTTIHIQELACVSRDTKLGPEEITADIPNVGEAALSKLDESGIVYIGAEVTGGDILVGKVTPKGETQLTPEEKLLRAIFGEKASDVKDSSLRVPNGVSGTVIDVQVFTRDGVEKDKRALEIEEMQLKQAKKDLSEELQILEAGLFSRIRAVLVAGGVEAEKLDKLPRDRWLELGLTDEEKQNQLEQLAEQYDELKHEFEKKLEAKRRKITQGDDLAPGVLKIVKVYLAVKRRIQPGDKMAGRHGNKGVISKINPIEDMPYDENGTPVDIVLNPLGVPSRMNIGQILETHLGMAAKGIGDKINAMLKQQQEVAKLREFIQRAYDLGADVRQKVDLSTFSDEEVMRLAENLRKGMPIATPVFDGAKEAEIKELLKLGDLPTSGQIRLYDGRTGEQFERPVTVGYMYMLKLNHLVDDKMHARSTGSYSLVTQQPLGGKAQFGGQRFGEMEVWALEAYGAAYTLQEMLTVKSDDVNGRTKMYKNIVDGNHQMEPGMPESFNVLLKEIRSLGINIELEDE
SF1 activator: activators of human SF-1, primary screen, cell-based, CHO-K1, Gal4-SF-1 LBD, luciferase luminescence. 65,000 tested, 1.9% active. AID 522, 2006. CHO-K1 Gal4-SF-1 LBD luciferase reporter; % increase over DMSO SF-1-specific signal. activation, % at 10 µM;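 active means activation above the mean activation of all tested compounds plus 3 SD, cut at about 50% in these data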
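Assay system – CHO-K1 cells with Gal4–hSF-1 LBD chimera plus Gal4-driven luciferase · Quantity – 4,000 cells per well · Times – compound added 1 h post-seeding, 20 h exposure at 37 °C, 5% CO2 · Measured by – luciferase light emission · Benchmarks – DMSO and mock-transfected background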
NADH enzymes: inhibitors of PK/LDH coupling enzymes, profiling panel, artefact control, biochemical, MLSMR library. coupled PK/LDH NADH assays, four targets. 65,000 tested, 0.02% active. AID 774, 2007. IC50, µM (top dose mostly 10 µM), for the others: at the highest dose inhibition;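 active means single-dose screening hits from any of four coupled enzyme assays that gave an IC50 when retested across doses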;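 further: the DPM-DC format reads NADH fluorescence rather than 340 nm absorbance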
M1 ag: M1 muscarinic receptor agonists, primary screen, CHO-M1 cells, Fluo-4 calcium, agonist mode; 64,000 tested, 3% active; B-score at 10 µM; Fluo-4 calcium fluorescence; hits give high values; AID 626, 2007;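 active means fluorescence rise, raw or as B-score row- and column-corrected plate score, outside the 99.7% band of its plate's samples, either direction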
Fluor 339 460: intrinsic fluorescence of library compounds, ex339/em460 – biochemical, MLSMR library, data from DPM-DC assay, artefact control, profiling panel | compound autofluorescence, ex339/em460 nm, NADH buffer; hits give high values; 1 = no-compound wells, NADH background | fluorescence fold increase at 10 µM | 65,000 tested, 5.5% active | AID 709, 2007;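 active means at 10 µM, mean starting fluorescence two-fold or more over control wells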;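 further: signal is the first read of a kinetic run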
M1 antagonist: antagonists of rat M1 muscarinic receptor; B-score at 10 µM; 64,000 tested, 3.4% active; Muscarinic acetylcholine receptor M1 (Rattus norvegicus), P08482; AID 628, 2007; CHO-M1 cells, Fluo-4 calcium, ACh EC80 antagonist mode; hits give low values;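 active means calcium fluorescence response, raw or row-and-column corrected B-score, differing from the plate sample mean either way at a set confidence level, mostly lower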
tolC growth inh: growth inhibitors of E. coli tolC mutant, primary screen, strain BW25113 ΔtolC::kan, 384-well; growth inhibition, % at 10 µM (by protocol); AID 573, 2007; OD615; 65,000 tested, 2.2% active;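 active means growth inhibition at or above a cutoff equal to the mean over every tested compound plus 3 SD, cut at about 60% in these data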;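 further: growth measured after 20 h incubation at 37 °C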
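Doses: one dose of 10 µM final / Material: E. coli BW25113 ΔtolC::kan, tolC deletion mutant strain / Buffer or medium: LB with kanamycin 50 µg/mL / Evaluation: percent growth inhibition / Detection: optical density read at 615 nm / Incubation: 37 °C, 20 h exposure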
TNAP act DEA: human TNAP enzyme activators, primary screen, biochemical, luminescent, intermediate phosphate acceptor level | 64,000 tested, under 10 active | AID 813, 2007 | purified TNAP, CDP-star luminescence, 100 mM DEA, 30 min; hits give high values; scale: 0 levamisole-inhibited, 1 vehicle-only enzyme | Alkaline phosphatase, tissue-nonspecific isozyme (Homo sapiens), P05186 | activation factor at 20 µM;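 active means activation factor of at least 2 at 20 µM, relative to controls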
RORa activator: activators of orphan receptor RORA, primary screen, cell-based, luminescence | CHO-K1 Gal4-RORA LBD luciferase reporter; percent increase over mock-subtracted basal signal | activation, % at 10 µM | 65,000 tested, 1.5% active | AID 560, 2006;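 active means activation above the mean of all tested compounds plus 3 SD, cut at about 49% in these data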;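 further: 0% = DMSO-treated RORA cells and 100% = added signal equal to DMSO minus mock-transfected cells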
An asterisk follows results filed as active; nt = not tested or not shown; [ ] = dose if it differs, or a comment. An unsorted share of the library. About 15% of those tested had a hit in this group.

SMILES	E coli RNAP	SF1 activator	NADH enzymes	M1 ag	Fluor 339 460	M1 antagonist	tolC growth inh	TNAP act DEA	RORa activator
CCOC(=O)N1CCC(N2C(=O)c3ccccc3C2=O)CC1	0.7	-4.3	5.0%	-1.03	1.13	0.401	-1.2	0.9	7.9
CCOP(=O)(c1ccc(N(C)C)cc1)C(O)c1cc(OC)c(OC)c(OC)c1 (stereo not drawn)	8.6	27.9	2.0%	1.11	1.03	-0.0117	-8.0	0.8	-12.2
O=C(c1ccc2c(c1)OCO2)N1CCN=C1SCc1ccccc1	-2.9	0.1	2.0%	-0.885	1.07	-0.437	1.2	1	-3.7
COc1ccc(OC)c(CNC(=O)C2CCCN(C(=O)N(C)C)C2)c1 (stereo not drawn)	0.5	-9.9	6.0%	-0.6	1.06	1.07	-2.4	1	3.2
Cc1c(NC(=O)C(C)Oc2ncnc3ccccc23)c(=O)n(-c2ccccc2)n1C (stereo not drawn)	9.2	3.6	2.0%	0.26	1	-0.4	-13.4	0.8	-2.5
Cn1nnnc1SCC(=O)N1CCN(c2ccccc2)CC1	9.5	-11.4	1.0%	-0.157	1.05	0.145	-9.9	0.8	-9.0
N#Cc1c(NC(=O)CSc2nc3ccccc3c(=O)n2Cc2ccco2)sc2c1CCCC2	-1.9	-22.7	9.0%	-0.153	1.16	-0.00514	3.9	0.9	-26.6
O=C(NCc1ccccc1)C1CC2CCCC(C1)C2=O (stereo not drawn)	3.6	-1.0	2.0%	0.219	1.06	1.28	-7.4	0.9	-15.4
OCCNc1ncnc2c1c(-c1ccccc1)c(-c1ccccc1)n2Cc1ccco1	4.8	13.8	6.0%	-0.501	1.45	0.426	5.1	0.8	4.5
O=C(Nc1ccccc1)N(C1=NCCCCS1)c1ccccc1	9.9	30.6	4.0%	1.19	1.03	-0.437	-4.2	0.9	-2.0
COc1ccc(CCNC(=O)NC2CCCCC2)cc1OC	2.1	-4.2	2.0%	0.451	1.18	-0.43	10.4	1	-3.6
COc1ccc(-c2noc(CCC(=O)Nc3cc(OC)ccc3OC)n2)cc1	6.3	-19.1	4.0%	-0.22	1.1	-1.08	34.3	1	-19.9
Cc1c(NC(=O)c2cccc(NC(=O)c3ccco3)c2)cccc1C(=O)O	10.7	-21.8	7.0%	-0.994	1.11	0.762	-9.7	1	-0.3
N=C1C(c2nc3ccccc3c(=O)[nH]2)=C(O)CN1CCc1ccccc1	-13.4	-15.1	7.0%	-0.91	1.67	0.752	5.8	0.9	34.9
Cc1cc(C)n2nc3nc(N4CCCCC4)nc(-c4ccco4)c3c2n1	7.8	-4.2	10.0%	-0.499	2.14*	-0.773	3.3	0.9	15.4
COc1ccccc1CNC(=O)c1nnc(Cc2ccc(Cl)cc2)o1	9.0	27.8	5.0%	-0.934	1.08	0.47	9.1	0.9	6.8
CNc1nnc(-c2cccc(N(C)C)c2)s1	6.6	31.8	3.0%[fluoresces]	0.00459	2.9*	-0.000249	-1.9	0.9	33.4
Cc1cc(Oc2ccc(=O)n(C)n2)nc(Oc2ccc(=O)n(C)n2)n1	4.2	-15.4	6.0%	-0.415	1.13	0.804	-10.2	1	-6.3
Cc1cnc(N)c2c(=O)oc3ccccc3c12	-6.7	3.5	6.0%[fluoresces]	0.00589	2.11*	0.732	7.0	0.9	-2.5
Nn1c(SCc2nc3ccccn3c2Br)nnc1-c1cccnc1	3.6	0.9	2.0%	-0.365	1.09	0.448	-11.7	0.9	-0.1
CCOc1cccc(NC(=O)CC#N)c1	8.5	9.4	6.0%	0.467	1.04	0.31	-0.3	0.9	-3.8
O=C1CSC2=NCN(c3ccc4c(c3)OCO4)CN12	3.3	-5.3	1.0%	-0.0198	1.15	0.131	-5.6	1	-8.4
O=C(Nc1ccc2ccccc2c1)c1cccnc1	13.5	65.8*	6.0%	0.591	1.02	0.277	-20.2	0.9	73.1*
Cc1ncc(CO)c2cc(C(N)=O)c(=Nc3ccccc3)oc12	1.6	-9.9	3.0%	-0.421	1.12	1.1	-0.3	1	11.3
S=c1nc(-c2cccc(Br)c2)[nH][nH]1	5.9	7.0	8.0%	0.273	1.26	-0.142	4.3	0.9	18.8
COc1ccc(-n2c(=O)c3c4c(sc3n3c(C)nnc23)COC(C(C)C)C4)cc1 (stereo not drawn)	4.5	2.6	5.0%	0.453	1.13	-1.14	-4.8	0.9	-20.1
COC(=O)c1cc2sccc2n1Cc1nc(-c2ccc(OC)cc2)oc1C	-1.5	-19.7	7.0%	0.227	1.09	-2.63*	0.2	1	-19.7
O=C(CN1CCc2ccccc2C1)c1cccs1	8.0	37.0	16.0%	-0.0265	1.05	0.644	0.0	0.9	15.8
O=C(NCc1ccco1)c1c2c(nc3ccccc13)CCC2	11.3	2.5	3.0%	-0.953	1.03	-0.0148	5.5	0.9	7.3
O=C(NCc1ccc2c(c1)OCO2)c1cnc2n(c1=O)CCS2	11.0	-5.3	5.0%	0.054	1.09	0.622	1.1	1.1	4.5
C=CCn1c(SCC(=O)c2ccccc2)nnc1-c1ccc2c(c1)OCO2	8.5	4.6	2.0%	0.0654	1	-0.0496	14.4	0.9	9.9
c1cncc(C2Nc3ccccc3-c3nc4ccccc4n32)c1 (stereo not drawn)	2.8	38.1	4.0%[fluoresces]	0.0335	1.66	0.403	nt	0.8	58.0*
O=c1c2ccccc2ncn1Cc1ccco1	nt	9.7	3.0%	0.156	1.06	0.338	12.8	1	-15.4
O=C(Nc1ccccc1-c1ccccc1)C1CCCN(c2ncccn2)C1 (stereo not drawn)	7.7	1.7	5.0%	0.164	1.39	0.0495	31.9	0.8	-7.0
CCOC(=O)c1[nH]c(=O)[nH]c1CSc1ccccn1	11.3	0.6	4.0%	-0.281	1.02	1.3	-22.8	0.9	8.3
Cc1cccc(N2CCN(C(=O)CCNS(=O)(=O)c3ccc4c(c3)CCC(=O)N4)CC2)c1C	2.5	-1.8	5.0%	1.06	1.1	-0.0134	5.0	0.9	18.6
O=C1c2ccccc2S(=O)(=O)N1Cc1nnc(-c2ccccc2Br)o1	6.7	0.1	1.0%	-1.81	1	0.303	14.8	0.8	-6.2
c1ccc2c(c1)CCCn1nnnc1-2	-0.2	-9.6	5.0%	0.533	1.06	-1.89	-20.1	0.9	9.2
Cc1ccc2nc(-c3ccc(NC(=O)CN4CCN(C(=O)c5ccco5)CC4)cc3)sc2c1	2.2	34.0	3.0%[fluoresces]	-1.39	2.16*	-0.0177	-9.0	0.9	39.7
CC1Cc2ccccc2N1C(=O)c1ccnc(C(C)(C)C)c1 (stereo not drawn)	4.3	4.1	6.0%	0.694	1.09	0.737	7.6	0.8	-6.9
Cc1nc(SCC(=O)Nc2ccnc3ccccc23)n[nH]1	5.7	-10.3	5.0%	-0.603	1.08	-0.0174	-0.7	1	-12.3
O=C(c1ccc(-c2ccccc2)cc1)N1CCN(c2nc3ccccc3o2)CC1	2.7	-0.4	2.0%	-0.159	1.06	0.059	-10.6	1	-4.2
CCOC(=O)N1CCN(S(=O)(=O)c2ccc(OCC(=O)OC)c(C)c2)CC1	9.6	-7.0	7.0%	-1.07	1.07	-1.01	-2.9	0.9	-1.4
CC(=O)N1CCc2cc(S(=O)(=O)NC(CC(C)C)C(=O)N3CCc4ccccc4C3)ccc21 (stereo not drawn)	0.8	-9.3	0.0%	-0.514	1.13	-0.37	2.1	0.9	-8.1
Cc1c(C(=O)N2CCCCC2)oc2ccc(S(=O)(=O)N3CC(C)CC(C)C3)cc12 (stereo not drawn)	5.5	-1.4	3.0%	1.96	1.13	-0.981	90.9*	0.8	-29.1
COc1ccc(CCNC(=O)CCn2c(=O)oc3ccccc32)cc1OC	5.2	-10.5	4.0%	-1.56	1.11	0.0532	-15.6	0.8	-10.1
CC1=C(C(=O)Nc2ccccc2)C(c2ccco2)C(C#N)=C(SCc2ccccc2)N1 (stereo not drawn)	-4.3	27.6	3.0%	-1.15	1.19	-1.29	56.1	1	37.7
COc1ccccc1OCC(=O)Nc1cccc(-c2nc3ccccc3o2)c1	-5.2	61.4*	12.0%	0.474	1.03	-0.0873	18.6	0.8	19.6
CC1Cc2ccccc2N1C(=O)CCNS(=O)(=O)c1ccc2c(c1)CCC(=O)N2 (stereo not drawn)	-0.2	-6.6	6.0%	0.799	1.09	0.1	5.0	0.9	0.4
Cc1cc2cc(CNC(=O)c3ccc4c(c3)OCO4)ccc2n1C	nt	-7.4	6.0%	0.0543	1.09	0.459	5.3	nt	-18.3

Part of the list above, field by field:
CCOC(=O)N1CCN(S(=O)(=O)c2ccc(OCC(=O)OC)c(C)c2)CC1
  E coli RNAP: 9.6	SF1 activator: -7.0	NADH enzymes: 7.0%	M1 ag: -1.07	Fluor 339 460: 1.07	M1 antagonist: -1.01	tolC growth inh: -2.9	TNAP act DEA: 0.9	RORa activator: -1.4
CC(=O)N1CCc2cc(S(=O)(=O)NC(CC(C)C)C(=O)N3CCc4ccccc4C3)ccc21 (stereo not drawn)
  E coli RNAP: 0.8	SF1 activator: -9.3	NADH enzymes: 0.0%	M1 ag: -0.514	Fluor 339 460: 1.13	M1 antagonist: -0.37	tolC growth inh: 2.1	TNAP act DEA: 0.9	RORa activator: -8.1
Cc1c(C(=O)N2CCCCC2)oc2ccc(S(=O)(=O)N3CC(C)CC(C)C3)cc12 (stereo not drawn)
  E coli RNAP: 5.5	SF1 activator: -1.4	NADH enzymes: 3.0%	M1 ag: 1.96	Fluor 339 460: 1.13	M1 antagonist: -0.981	tolC growth inh: 90.9*	TNAP act DEA: 0.8	RORa activator: -29.1

Going on with the list.
SMILES	E coli RNAP	SF1 activator	NADH enzymes	M1 ag	Fluor 339 460	M1 antagonist	tolC growth inh	TNAP act DEA	RORa activator
C[C@H](NC(=O)OC(C)(C)C)c1nnc(SCC(=O)Nc2ccc(Br)cc2)o1	-0.2	-19.2	4.0%	-1.76	1.06	0.0617	15.3	1	27.5
O=C(NCC1CCCO1)c1ccc(NC(=O)C2CC=CCC2C(=O)O)cc1 (stereo not drawn)	-4.1	-0.1	2.0%	-0.0783	1.08	-0.273	-9.6	0.9	-5.6
COc1cccc(C(=O)Nc2cccc(OC(C)=O)c2)c1	3.0	22.2	5.0%	0.185	1.06	-0.703	8.2	0.9	16.2
CN1CCN(C2=C(Cl)C(=O)N(CCc3ccccc3)C2=O)CC1	6.3	9.3	5.0%	-1.25	1.08	-5.67*	-7.1	1	3.0
Cc1cc(-c2nnc3n2CCCCC3)c(C)n1-c1ccccc1	-2.9	19.4	5.0%	0.0633	1.08	-0.0676	3.8	1	8.8
Cc1cc(C(=O)OCC(=O)Nc2ccc(S(=O)(=O)N3CCOCC3)cc2)c(C)o1	-3.5	-13.6	4.0%	0.0621	1.11	-0.116	10.3	0.9	3.3
CCN(Cc1ccccc1)S(=O)(=O)c1ccc(C(=O)Nc2nnc(C3CC3)o2)cc1	-7.1	-19.6	7.0%	0.176	1.06	0.53	19.3	0.9	-11.5
Cc1cc(-n2c(SCC(=O)NCc3cccs3)nc3n[nH]c(C)c3c2=N)ccc1Cl	5.3	-11.9	7.0%	1.52	1.13	-0.219	-12.5	0.9	-10.2
